# Screening data as filed in PubChem BioAssay.
# USP1-UAF1 inh: blocks the human USP1/UAF1 deubiquitinase complex. O94782. recombinant USP1/UAF1, Ub-Rhodamine cleavage fluorescence. Potency, µM (doses to about 57.1 µM), inactives show top-dose activity change, negative = inhibition, most hits filed as inhibitors. 390,000 compounds, 0.23% hits. AID 743255; also: potency is read from the fitted curve at half-maximal effect; % is scaled to controls: 0 for no effect and ±100 for the full control effect; nearly all actives have a fitted effect of over 60% in size; inactives centre near -12
#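 1 nM enzyme complex + cpd, 15 min RT; start with Ub-Rho 150nM final; kinetic fluorescence ex 480/em 540, 6 reads q60 s. Buffer 50mM HEPES pH 7.8, 0.5mM EDTA, 0.1 mg/ml BSA, 1mM TCEP, 0.01% Tween-20.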
# Vif-A3G inh: Vif-A3G binding inhibition; Q9HC16; HeLa A3G-eYFP + Vif (tagged APOBEC3G with the HIV-1 protein that degrades it), YFP fluorescence, overnight; Potency, µM (highest dose often 46.1 µM), inactives show at the top dose activity, negative = active, most hits filed as inhibitors; 410,000 compounds, 0.076% hits; AID 602310;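 also: potency is read from the fitted curve at half-maximal effect; % is scaled to controls: 0 for no effect and ±100 for the full control effect; nearly all actives have a fitted effect of over 60% in size; hits raise eYFP signal because A3G escapes Vif-driven loss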
#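 Read-out is eYFP fluorescence (Ex 488/Em 500-530) from Vif-expressing HeLa A3G-eYFP cells; more signal means A3G escaped Vif-mediated degradation. Cells plated overnight, compound pinned in, incubated overnight at 37 deg C.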
# TrxR1 substrate: rat thioredoxin reductase 1 substrate activity; O89049; purified TrxR1 substrate turnover, NADPH consumption readout; 390,000 compounds, 0.01% hits; AID 588456; Potency, µM (top dose mostly 114 µM), for inactives: top-dose activity change, negative = substrate turnover; also: potency is read from the fitted curve at half-maximal effect; % is scaled to controls: 0 for no effect and ±100 for the full control effect; nearly all actives have a fitted effect of over 50% in size
#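 Rat TrxR1, dispensed at 90 nM, was prereduced with 400 uM NADPH (final) for 5 min at ~22 deg C, then incubated with compound 15 min before 400 uM selenite. A first-read NADPH fluorescence drop versus no-compound background flagged substrates.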
# mIDH1 inhibitor: inhibitors of human mutant IDH1 R132H; O75874; AID 602179; 390,000 compounds, 0.093% hits; IDH1-R132H enzyme, NADPH consumption, diaphorase/resazurin fluorescence; Potency, µM (series often up to 76.6 µM), without a hit: top-dose activity change, negative = inhibition, usual class: inhibitors; also: potency is read from the fitted curve at half-maximal effect; % is scaled to controls: 0 for no effect and ±100 for the full control effect; nearly all actives have a fitted effect of over 65% in size
# Target sequence (O75874 whole entry R132H, stated change not applied): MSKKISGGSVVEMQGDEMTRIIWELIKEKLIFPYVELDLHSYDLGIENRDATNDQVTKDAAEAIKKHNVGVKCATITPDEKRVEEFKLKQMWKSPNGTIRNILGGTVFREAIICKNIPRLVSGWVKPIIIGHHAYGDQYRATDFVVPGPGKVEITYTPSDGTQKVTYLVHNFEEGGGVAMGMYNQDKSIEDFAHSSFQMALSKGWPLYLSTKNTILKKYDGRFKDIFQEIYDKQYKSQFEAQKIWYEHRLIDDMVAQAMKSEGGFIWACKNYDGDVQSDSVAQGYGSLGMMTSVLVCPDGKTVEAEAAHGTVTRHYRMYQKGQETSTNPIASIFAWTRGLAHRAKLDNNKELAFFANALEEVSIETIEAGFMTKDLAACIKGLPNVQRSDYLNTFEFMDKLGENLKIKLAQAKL
#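 IDH1-R132H (0.5 ug/mL dispensed) in pH 7.5 Tris buffer was preincubated 30 min with compound, then given a substrate mix of 0.016 mM NADPH and 2 mM alpha-KG for 80 min at room temperature; remaining NADPH was read by diaphorase/resazurin fluorescence.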
# PI4K2A inh: PI4K2A (human) kinase inhibition. Q9BTU6. purified PI4K2A, ADP-Glo luminescence, 1 h; stronger effect = lower value. activity change, negative = inhibition, % at 76.9 µM. 420,000 compounds, 0.13% hits. AID 1346378; in the data active = activity change below about -50%; inconclusive = mostly about -30% to -49%;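 also: -100% = wells without enzyme as full effect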
# Target sequence (Q9BTU6 whole entry, looked up): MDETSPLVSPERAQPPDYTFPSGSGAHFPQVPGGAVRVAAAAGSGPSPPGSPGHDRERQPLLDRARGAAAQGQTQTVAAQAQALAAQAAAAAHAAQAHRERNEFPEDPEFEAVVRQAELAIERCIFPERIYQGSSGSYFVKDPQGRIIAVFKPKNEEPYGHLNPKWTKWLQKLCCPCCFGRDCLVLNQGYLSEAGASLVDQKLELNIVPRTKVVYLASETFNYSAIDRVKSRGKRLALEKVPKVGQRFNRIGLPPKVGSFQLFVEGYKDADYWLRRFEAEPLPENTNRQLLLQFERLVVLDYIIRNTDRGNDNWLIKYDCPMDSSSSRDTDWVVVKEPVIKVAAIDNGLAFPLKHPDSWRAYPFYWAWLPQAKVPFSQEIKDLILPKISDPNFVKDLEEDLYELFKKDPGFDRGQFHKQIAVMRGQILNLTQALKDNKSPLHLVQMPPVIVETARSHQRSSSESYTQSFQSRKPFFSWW
#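 In this quantitative HTS, ADP production by PI4K2A was quantified luminescently after 1 h at ambient temperature; 100 microM adenosine served as plate-quality control.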
# GRP78 ERSR act: inducers of ER stress response in human glioma cells | U87-MG GRP78 promoter luciferase reporter, 16 h | Potency, µM, without a hit: top-dose activation, most hits filed as activators | 420,000 compounds, 0.02% hits | AID 602332; also: potency is read from the fitted curve at half-maximal effect; series mostly up to about 76 µM; % of control where 0% means no effect; nearly all actives have a fitted effect of over 35% in size
#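 Stably transfected U87-MG glioma cells carrying a GRP78-based luciferase sensor; 16 h compound incubation. Luminescence end-point read 10 min after Bright-Glo addition at room temperature.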
# Vif-APOBEC3F blk: blocks the Vif interaction with APOBEC3F | AID 602313 | 390,000 compounds, 0.2% hits | HeLa A3F-eYFP + Vif (tagged APOBEC3F with the HIV-1 protein that degrades it), YFP fluorescence increase | Potency, µM (top dose mostly 46.1 µM), inactives show top-dose activity, negative = active; also: potency is read from the fitted curve at half-maximal effect; % of control where 0% means no effect; nearly all actives have a fitted effect of over 65% in size
#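 HeLa cells stably expressing Vif plus C-terminally eYFP-tagged A3F were seeded, incubated overnight at 37 deg C, dosed with compound, incubated overnight again at 37 deg C. Yellow fluorescence (Ex 488/Em 500-530) reported blocked Vif-mediated A3F-eYFP degradation.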
# RXFP1 agonist: agonists of human relaxin receptor RXFP1; HEK293T-RXFP1 cAMP TR-FRET, 30 min; response scale: percent of porcine relaxin response, buffer zero; Potency, µM (titrated, usually from 57.5 µM), for the others: at the highest dose activation, hits mostly activators; Q9HBX9; 370,000 compounds, 0.3% hits; also: potency is read from the fitted curve at half-maximal effect; % is scaled to controls: 0 for no effect and ±100 for the full control effect; nearly all actives have a fitted effect of over 60% in size; many of its hits are not listed in these tables
#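 Agonist response is measured as cAMP accumulation in an RXFP1-transfected HEK293T line under PDE4 inhibition. Values are scaled between buffer-only and 29 nM porcine relaxin, and EC50s come from standard Hill equation fits.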
# LDHA inh: LDHA (human) enzyme inhibition; P00338; purified LDHA, NADH/diaphorase-resazurin fluorescence; stronger effect = lower value; activity change, % (values are at about 110 or 230 µM); 480,000 compounds, 0.15% hits; AID 1347041; in the data active = activity change below about -30%; inconclusive = mostly about -25% to -30%;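 also: plate controls were DMSO wells for no effect and wells without enzyme for full effect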
#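 Remaining NADH was detected by diaphorase (0.133 mg/mL) converting 37 µM resazurin to fluorescent resorufin, read at 0 and 20 minutes. The preceding 5-minute room-temperature reaction used 2 nM LDHA, 0.2 mM sodium pyruvate and 0.06 mM NADH at pH 7.4.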
# Starred values were filed as active, the others as inactive; ? = inconclusive; / = not tested or not shown; [ ] = dose if it differs, or a comment. Unless noted, calls follow the shape of the dose curve; as a rule, active = well fitted curve in the direction sought with a large enough effect; inconclusive = small, poorly fitted or top-dose-only effect, or another doubt; inactive = no such curve, though single readings can be large; an effect the other way counts as inactive or inconclusive. A portion of the library, so the mix of outcomes need not match the whole.
SMILES,USP1-UAF1 inh,Vif-A3G inh,TrxR1 substrate,mIDH1 inhibitor,PI4K2A inh,GRP78 ERSR act,Vif-APOBEC3F blk,RXFP1 agonist,LDHA inh
COCCn1c(SCC(=O)Nc2cccc(S(N)(=O)=O)c2)nc2ccccc21,-5%,-2%,-5%,3%,-3,-1%,-1%,0.1%,-6
Cc1noc(C)c1S(=O)(=O)Nc1ccc2c(c1)CC(=O)N([C@H](C)CO)C[C@H](C)[C@H](CN(C)S(=O)(=O)c1ccc(F)cc1)O2,-26%,-3%,8%[57.1 µM],0%,-3,-2%,-3%,/,-3
O=C(CSc1ccc2ccccc2c1)Nc1ccc(S(=O)(=O)Nc2nccs2)cc1,-8%,-5%,-5%[0.457 µM],-3%,-5,0%,4%,1.5%,2
Cc1ccc(Cl)cc1NC(=O)c1cnc(N2CCCCC2)c2ccccc12,-14%,0%,-3%[57.1 µM],26%,-4,-3%,2%,3.2%,0
CC(C)Nc1ncnc2c1ncn2[C@H]1CN(Cc2ccco2)C[C@@H](CO)O1,/,-4%,/,/,-1,-2%,/,/,-9
CCC(=O)Oc1c(S(=O)(=O)c2ccc(C)cc2)c(C)nn1C(C)(C)C,-10%,-1%,-11%,0%,0,-7%,-6%,1.1%,0
CCN(CC(=O)Nc1ccccc1OC)C(=O)c1ccccc1Sc1ccccc1C#N,-21%,0%,2%,-8%,-1,-4%,?,1.9%,-4
CCN(CC)c1ccc(S(=O)(=O)N2CCOCC2)cc1NC(=O)COC(=O)c1ccco1,-13%,0%,-4%[57.1 µM],-6%,0,-2%,3%,2.0%,-2
Cc1ccc2nc(NC(=O)/C=C/c3ccc4c(c3)OCO4)sc2c1,-8%,-8%,13%[57.1 µM],5%,1,-2%,0%,-1.2%,-3
CC(C)CNC(=O)C(=O)N/N=C/c1cccs1,-7%,2%,-9%,1%,0,1%,0%,0.2%,1
CC1C=CCC2C(=O)N(c3ccc(Cl)cc3O)C(=O)C12 (configuration not stated),-15%,3%,-6%,6%,4,-1%,-11%,1.4%,0
O=C(CCn1c(=O)oc2ccccc21)NCCCN1CCOCC1,-17%,0%,4%,4%,1,-1%,-8%,3.1%,-2
NCCCC[C@@H](C(=O)NCCCCCCCCCCC(=O)N1CCNCC1)n1cc(CCCC(=O)O)nn1,?,-2%,4%[57.1 µM],-10%,-2,7%,8%,-1.8%,-5
Cc1ccc(N2CC(C(=O)OCC(=O)Nc3ccc(Cl)cc3)CC2=O)cc1 (configuration not stated),-11%,-14%,3%,5%,-4,-1%,-11%,0.5%,-1
COc1ccc(N(C)C(=O)c2cc3c(Cl)nc4ccccc4c3s2)cc1,-13%,0%,10%[57.1 µM],-9%,-1,-6%,5%,3.5%,-5
COc1ccc(CC(=O)NC2CC(=O)N(c3ccc(C)c(C)c3)C2)cc1OC (configuration not stated),-20%,7%,-5%[57.1 µM],35%[activator],0,-1%,0%,-0.2%,-8
CCc1c(O)nc(SCC(=O)NC(C)(C)C)n(-c2ccccc2)c1=O,-2%,1%,-9%,9%,3,-4%,3%,-2.9%,-4
O=C(COc1ccccc1Cl)Nc1nc(-c2cccs2)cs1,-6%,-13%,2%,5%,3,0%,-7%,-1.8%,-8
CCCNC(=O)c1cc2cc([N+](=O)[O-])ccc2s1,-6%,2%,4%[57.1 µM],17%,9,-1%,-2%,0.2%,-1
O=C(O)CCCCCNS(=O)(=O)c1cccc2c1C(=O)c1ccccc1C2=O,-16%,-8%,-8%,2%,-14,-5%,-9%,-0.3%,27
CC(O)(c1cccs1)C(C(=O)O)c1ccccc1 (configuration not stated),-8%,2%,13%[11.4 µM],3%,0,-3%,11%,/,5
COc1cccc(C(=O)NCC(=O)N/N=C/c2c(C)[nH]c3ccccc23)c1,-10%,-7%,-6%,1%,-6,-3%,-3%,3.8%,-13
CCOc1ccc(N=Nc2c(=O)[nH]n3c(=O)c4c([nH]c23)CCCC4)cc1,-25%,-4%,-13%,0%,0,-6%,-4%,1.2%,-2
N#C/C(=C\c1ccc(Cl)cc1)c1nc(-c2ccco2)cs1,-3%,-3%,-13%,1%,3,-3%,-6%,1.4%,-15
COc1ccc(OC)c(NC(=O)C2(C)CCN2CCc2ccccc2)c1 (configuration not stated),/,4%,/,/,3,-2%,/,/,-16

# (further entries)
SMILES,USP1-UAF1 inh,Vif-A3G inh,TrxR1 substrate,mIDH1 inhibitor,PI4K2A inh,GRP78 ERSR act,Vif-APOBEC3F blk,RXFP1 agonist,LDHA inh
COC(C/C=C/C(=O)[C@H](C)OCc1ccccc1)OC,-21%,?,-8%,-2%[38.3 µM],17,-11%,1%,/,-5
CC1(N(O)C=C2C=CC(=O)C=C2)CCCCC1=O (configuration not stated),-17%,-1%,-5%,0%,-1,-4%,2%,-2.9%,-3
Cc1cccc(OCCCC(=O)NNC(=O)CCN2CCN(c3ccccc3)CC2)c1,-11%,2%,5%,2%,-1,-3%,-4%,-1.0%,-6
Cc1ccccc1-n1c(SCC(=O)Nc2ccc(Cl)cc2F)nnc1-c1cc2occc2n1C,?,3%,-5%,-2%,7,-2%,-1%,13%,2
COc1ccc(CCNc2nncc(=O)[nH]2)cc1OC,19%,0%,8%,0%,-1,-3%,0%,-0.6%,2
N#CCOc1coc(CN2CCN(c3cccc(Cl)c3)CC2)cc1=O,-14%,-6%,8%[57.1 µM],-8%,0,4%,3%,-2.0%,-7
CC(C)CSc1nnc(N)s1,-15%,1%,1%[57.1 µM],-13%,2,-1%,0%,-0.4%,-4
N#C/C(=C/c1ccc(N2CCOCC2)c([N+](=O)[O-])c1)C(N)=O,-6%,-1%,-3%,0%,2,4%,0%,2.8%,-3
CCc1sc(C(=O)NNC(=O)CNC(=O)c2ccccc2F)cc1C,-6%,1%,-1%,1%,1,-2%,8%,-0.7%,-5
CC(C)[C@H](NC(=O)c1ccccc1)C(=O)OCC(=O)NCCc1ccc(F)cc1,-20%,2%,-8%,7%,2,-1%,-14%,0.8%,-6
CCOCCn1c(CN(Cc2ccccc2)Cc2ccccc2)nc2c1c(=O)n(C)c(=O)n2C,-22%,-2%,0%[57.1 µM],7%,-7,-5%,1%,2.2%,-2
CCOc1ccc(CCNC(=O)C(CC)n2nc(C)c3c(C)n(-c4ccccc4)nc3c2=O)cc1 (configuration not stated),-16%,-5%,0%,-11%,3,-4%,2%,-0.6%,-5
CN(c1ccc(C(=O)NCCSCc2ccccc2)cc1)S(=O)(=O)c1ccccc1,-18%,9%,-11%,7%,-13,-1%,-6%,1.4%,-5
COc1ccccc1NC(=O)C1=C(C)Nc2nc(SCc3ccccc3)nn2C1c1ccncc1 (configuration not stated),-22%,-1%,-12%,7%,-10,-3%,?,0.0%,-5
Nc1[nH]nc2nc3ccccc3cc12,-19%,-4%,7%[57.1 µM],-1%,-3,-2%,-3%,-0.6%,-7
O=S(=O)(O)c1ccc(N=NNc2ccc(Br)cc2)cc1,-19%,-1%,5%[57.1 µM],5%,-19,0%,7%,2.4%,-10
CSc1nc2ccc3nc(NC(=O)C4COc5ccccc5O4)sc3c2s1 (configuration not stated),?,4%,12%,4%,-1,0%,4%,1.8%,-11
Cn1sc(=O)c2cc(S(=O)(=O)NC3CC3)ccc21,2%,-6%,5%[57.1 µM],4%,-6,0%,?,0.3%,-9
COc1cccc(C2CC(c3cccs3)=NN2C(=S)Nc2ccccc2)c1OC (configuration not stated),-2%,0%,-2%,-1%,0,-1%,0%,0.2%,0

# Another view of 5 compounds above:
# Under each structure: USP1-UAF1 inh | Vif-A3G inh | TrxR1 substrate | mIDH1 inhibitor | PI4K2A inh | GRP78 ERSR act | Vif-APOBEC3F blk | RXFP1 agonist | LDHA inh
CCOCCn1c(CN(Cc2ccccc2)Cc2ccccc2)nc2c1c(=O)n(C)c(=O)n2C
 : -22% | -2% | 0%[57.1 µM] | 7% | -7 | -5% | 1% | 2.2% | -2
COc1ccc(CCNc2nncc(=O)[nH]2)cc1OC
 : 19% | 0% | 8% | 0% | -1 | -3% | 0% | -0.6% | 2
O=S(=O)(O)c1ccc(N=NNc2ccc(Br)cc2)cc1
 : -19% | -1% | 5%[57.1 µM] | 5% | -19 | 0% | 7% | 2.4% | -10
COC(C/C=C/C(=O)[C@H](C)OCc1ccccc1)OC
 : -21% | ? | -8% | -2%[38.3 µM] | 17 | -11% | 1% | / | -5
Cn1sc(=O)c2cc(S(=O)(=O)NC3CC3)ccc21
 : 2% | -6% | 5%[57.1 µM] | 4% | -6 | 0% | ? | 0.3% | -9
